# Compound activity: PubChem BioAssay, National Center for Advancing Translational Sciences (NCATS)
# p53null 32C tox: selectivity test: cytotoxicity in p53 null cells, permissive temperature; Potency, µM (series often up to 46.1 µM), for inactives: at the highest dose activity change, negative = cytotoxicity, usual class: cytotoxic; H1299-neo p53 null cells, ATP luminescence, 24 h, 32C; hit rate 0.62% among 55,000;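 further: potency means the concentration at half of the fitted maximal effect; 0% = DMSO only and -100% = full killing by 100 µM tamoxifen; nearly all actives have a fitted effect of over 55% in size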
#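 ATP-content luminescence in p53-null H1299-neo cells after 24 h compound exposure (up to 46 uM) at 32C permissive temperature; 0% and 100% killing set by DMSO and 100 uM tamoxifen; Hill-equation AC50.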
# GALK inh: inhibits human galactokinase | P51570 | recombinant GALK, Kinase-Glo ATP luminescence, 1 h | Potency, µM (doses to about 57.5 µM), inactives show at the top dose activity, negative = inhibition, most hits filed as inhibitors | 44,000 tested, under 10 active | AID 1347072;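 further: plate controls were full GALK reaction for no effect and reaction lacking GALK for full effect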
# Target sequence (P51570 whole entry, looked up): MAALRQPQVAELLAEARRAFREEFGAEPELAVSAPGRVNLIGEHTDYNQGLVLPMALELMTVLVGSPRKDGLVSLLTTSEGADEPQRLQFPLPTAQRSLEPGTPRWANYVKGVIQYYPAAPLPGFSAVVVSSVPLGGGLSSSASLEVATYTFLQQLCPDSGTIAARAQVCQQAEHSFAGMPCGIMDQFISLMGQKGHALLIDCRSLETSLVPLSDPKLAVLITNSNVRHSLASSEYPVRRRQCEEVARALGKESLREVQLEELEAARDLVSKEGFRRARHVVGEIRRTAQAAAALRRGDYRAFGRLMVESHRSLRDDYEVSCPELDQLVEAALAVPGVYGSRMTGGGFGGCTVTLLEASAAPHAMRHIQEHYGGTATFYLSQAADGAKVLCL
#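 Luminescent ATP-depletion readout (Kinase-Glo Plus, 10 min) after 1 h RT reaction of 5 nM GALK, 35 uM ATP, 100 uM galactose, pH 8.0 HEPES buffer. Decreased kinase activity scored as inhibition.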
# PTAP-TSG101 blk: TSG101-PTAP interaction inhibition, HIV-1 budding | Fluorescence polarization, FITC-PTAP peptide/Tsg101, 20 min | AID 1347069 | Potency, µM (doses to about 115 µM), inactives show at the top dose activity change, negative = inhibition, hits mostly inhibitors | 44,000 tested, under 10 active | Q99816; further: potency means the concentration at half of the fitted maximal effect; 0% is about no effect
#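 FITC-labeled PTAP peptide (50 nM final) binding to Tsg101 binding domain (10 uM final) read by fluorescence polarization after 20 min at r.t. in HEPES pH 7.5 buffer. Actives by CRC class, <25 µM.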
# B2AR arrestin ag: ADRB2 beta-arrestin recruitment; P07550; 44,000 tested, under 10 active; HTLA Tango cells, beta-arrestin recruitment, luciferase luminescence, 18 h; Potency, µM (series often up to 46.1 µM), inactives show at the top dose activation, actives largely listed as activators; AID 1347077;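 further: potency means the concentration at half of the fitted maximal effect; 0% = DMSO and full agonism = EC100 isoproterenol or metaproterenol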
#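 Luminescence read-out: arrestin recruitment to recombinant beta2-AR releases tTA, inducing luciferase. Cells exposed 18 hr at 37 degrees C to up to 46 microM compound; %Activity from corrected signal, concentration-response curves classified by r2, magnitude and efficacy.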
# p53null 39C tox: selectivity test: cytotoxicity in p53 null cells, nonpermissive temperature. H1299 p53-null (neo) cells, 39C, ATPlite viability, 24 h. Potency, µM (titrated, usually from 46.1 µM), without a hit: top-dose activity, negative = cell killing, most hits filed as cytotoxic. hit rate 0.97% among 55,000. AID 904;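 further: potency means the concentration at half of the fitted maximal effect; 0% = DMSO only and -100% = full killing by 100 µM tamoxifen; nearly all actives have a fitted effect of over 50% in size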
#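 H1299 lung cancer cells, p53-null (H1299-neo) or expressing p53 A138V (H1299-p53A138V), were plated overnight at 37C, then exposed to compounds at up to 46 uM for 24 hr at 39C. Viability was read by ATP-based luminescence.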
# NTMT1 inhibitor: NTMT1 methyltransferase inhibition; Q9BV86; NTMT1 MTase-Glo SAH luminescence, purified enzyme; Potency, µM (series often up to 114 µM), for inactives: at the highest dose activity change, negative = inhibition, hits mostly inhibitors; hit rate 2.5% among 59,000; AID 1645870;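 further: potency means the concentration at half of the fitted maximal effect; plate controls were DMSO vehicle for no effect and no enzyme for full effect; nearly all actives have a fitted effect of over 65% in size; many of its hits are not listed in these tables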
# Target sequence (Q9BV86 whole entry, looked up): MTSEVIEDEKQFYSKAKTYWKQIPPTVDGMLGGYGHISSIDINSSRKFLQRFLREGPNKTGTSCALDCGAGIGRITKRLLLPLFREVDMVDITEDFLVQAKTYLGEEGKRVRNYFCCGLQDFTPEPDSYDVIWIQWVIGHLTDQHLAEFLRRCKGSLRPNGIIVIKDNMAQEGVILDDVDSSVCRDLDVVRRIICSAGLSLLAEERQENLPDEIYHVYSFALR
# FH mod: Identification of activators of human fumarate hydratase by quantitative high-throughput screening; AID 1347055, 2019; FH coupled MDH/diaphorase resazurin fluorescence, 15 min; Potency, µM (titrated, usually from 79.9 µM), inactives show at the top dose activity change, negative = inhibition, actives largely listed as inhibitors; Fumarate hydratase, mitochondrial (Homo sapiens), P07954; hit rate 0.22% among 54,000; further: potency means the concentration at half of the fitted maximal effect; on the % scale 0 is the no-effect control and ±100 the full control effect; the screen sought activators but most active calls are inhibition curves; nearly all actives have a fitted effect of over 45% in size
# Target sequence (P07954 whole entry, looked up): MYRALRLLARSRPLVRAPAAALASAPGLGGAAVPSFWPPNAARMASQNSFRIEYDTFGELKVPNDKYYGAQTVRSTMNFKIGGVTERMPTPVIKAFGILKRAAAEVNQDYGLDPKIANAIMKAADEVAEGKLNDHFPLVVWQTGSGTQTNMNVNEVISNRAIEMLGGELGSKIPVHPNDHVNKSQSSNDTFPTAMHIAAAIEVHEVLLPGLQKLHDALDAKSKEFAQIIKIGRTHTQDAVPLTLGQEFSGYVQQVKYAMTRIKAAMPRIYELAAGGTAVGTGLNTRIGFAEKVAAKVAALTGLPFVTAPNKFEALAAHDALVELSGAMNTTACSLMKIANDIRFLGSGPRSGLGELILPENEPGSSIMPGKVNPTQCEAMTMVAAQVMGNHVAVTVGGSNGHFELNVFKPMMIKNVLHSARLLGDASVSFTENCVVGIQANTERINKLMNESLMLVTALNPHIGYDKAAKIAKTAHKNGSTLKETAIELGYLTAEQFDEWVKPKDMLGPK
# An asterisk follows results filed as active; ? = inconclusive; / = no result given; [ ] = remark or other dose. The call rests on the fitted dose curve; in most records, active means well fitted curve in the direction sought with a large enough effect; inconclusive means small, poorly fitted or top-dose-only effect, or another doubt; inactive means no such curve, though single readings can be large; an effect the other way counts as inactive or inconclusive. This is a subset, so the mix of outcomes need not match the whole.
# Key to letters – A = p53null 32C tox; B = GALK inh; C = PTAP-TSG101 blk; D = B2AR arrestin ag; E = p53null 39C tox; F = NTMT1 inhibitor; G = FH mod
> COc1cc(NC(=O)CN2C(=O)COc3ccc(S(=O)(=O)N4CCCCC4)cc32)cc(OC)c1
  A: 2%; B: 0%; C: -4%; D: -1%; E: -10%; F: -1%; G: -11%
> CCOc1ccc2nc(NC(=O)c3nc(SCc4ccccc4F)ncc3Cl)sc2c1
  A: 0%; B: 8%; C: 0%; D: -1%; E: -19%; F: 17%; G: 0%
> CCc1ccc(NC(=O)CSc2nc3c(sc4ccccc43)c(=O)n2CCCOC(C)C)cc1
  A: 7%; B: 0%; C: -1%; D: -1%; E: -1%; F: 4%; G: -14%
> COc1ccccc1N1CCN(C(=O)C2CCN(S(=O)(=O)Cc3ccccc3)CC2)CC1
  A: 10%; B: -11%; C: 1%; D: -3%; E: -6%; F: /; G: /
> Cc1cccc(N2CCN(c3nc4ccccc4c4nnc(C)n34)CC2)c1C
  A: 5%; B: 2%; C: 0%; D: -2%; E: -17%; F: ?; G: -27%
> CCc1ccc(-c2nc(-c3cc4ccccc4oc3=O)sc2C)cc1
  A: -6%; B: 1%; C: -3%; D: 1%; E: 10%; F: 11%; G: -14%
> COc1ccc2c(c1)c(CC(=O)Nc1c(C)cccc1C)c(C)n2C(=O)c1ccc(Cl)cc1
  A: 2%; B: 8%; C: -2%; D: -2%; E: 2%; F: 0%; G: -1%
> COc1ccc(NC(=O)CSc2ncccc2C(=O)O)cc1OC
  A: 7%; B: -1%; C: -7%; D: 0%; E: 4%; F: -14%; G: -1%
> COc1cc(C(=O)N(Cc2ccc(F)cc2)Cc2ccco2)cc(OC)c1OC
  A: 1%; B: 1%; C: -2%; D: 0%; E: -15%; F: -2%; G: -5%
> CCOC(=O)c1ccc(NC(=O)C2=C(C)C(=O)OC23CCN(C(C)C)CC3)cc1
  A: -5%; B: -1%; C: -3%; D: 0%; E: -4%; F: -2%; G: 14%
> Cc1ccc(C(=O)c2oc3ccccc3c2NC(=O)c2cc(=O)c3ccccc3o2)cc1
  A: 4%; B: -1%; C: -6%; D: 0%; E: 15%; F: 7%; G: -1%
> Fc1cccc(CN2CCc3nc(Nc4ccc5c(c4)OCCO5)ncc3C2)c1F
  A: -3%; B: -3%; C: -6%; D: 1%; E: -25%; F: 0%; G: -24%
> Cc1ccc2scc(N3CCN(c4cccc(C(F)(F)F)c4)CC3)c(=O)c2c1
  A: 7%; B: 2%; C: 2%; D: -1%; E: -9%; F: -6%; G: 8%
> CCCCn1c(SCC(=O)NCCCOC)nc2c(sc3ccccc32)c1=O
  A: -16%; B: -2%; C: 0%; D: -2%; E: -1%; F: -5%; G: 1%
> O=C(CCS(=O)(=O)c1cccc2nonc12)Nc1ccc(Br)cc1
  A: ?; B: 0%; C: -1%; D: -1%; E: 16%; F: 2%; G: 6%
> CCc1ccccc1NC(=O)CSc1nc2c(oc3ccccc32)c(=O)n1C
  A: -3%; B: 0%; C: 0%; D: -2%; E: -2%; F: -3%; G: 4%
> CCc1ccc(OCCCSc2nc(-c3ccc(C(C)(C)C)cc3)nc3cc(=O)[nH]n23)cc1
  A: 49%[activator]; B: -1%; C: -11%; D: 1%; E: ?; F: ?; G: ?
> Cc1c(C(=O)OCCOc2ccccc2)[nH]c2c1C(=O)CC(c1ccccc1Cl)C2 (configuration not stated)
  A: 11%; B: 2%; C: -4%; D: -2%; E: ?; F: 2%; G: -2%
> CCOC(=O)c1c(NC(=O)COc2ccc(Br)cc2)sc(C(C)=O)c1C
  A: -3%; B: 0%; C: -2%; D: 0%; E: 0%; F: -6%; G: -5%
> Cc1ccc(-c2nc3ccccn3c2Nc2ccc3c(c2)OCCO3)s1
  A: 4%; B: -7%; C: -1%; D: 6%; E: -4%; F: ?; G: -15%
> CCc1ccc(-n2c(=O)c3sc4ccccc4c3n(CC(=O)NC3CCCCC3)c2=O)cc1
  A: 5%; B: -11%; C: 1%; D: 1%; E: -14%; F: 10%; G: -1%
> CCOC(=O)c1c(C)[nH]c(C)c1S(=O)(=O)N1CCC(C(=O)Nc2ccccc2CC)CC1
  A: -2%; B: 1%; C: -4%; D: 1%; E: 6%; F: ?; G: 4%
> O=C(NCCS(=O)(=O)N1CCN(c2cccc(Cl)c2)CC1)c1cc(=O)c2ccccc2o1
  A: -6%; B: -4%; C: 0%; D: 0%; E: -3%; F: -3%; G: 5%
> COc1cccc(CNC(=O)CCCn2c(=O)c3cccn3c3ccc(F)cc32)c1OC
  A: -4%; B: 0%; C: -1%; D: 0%; E: -9%; F: 3%; G: 4%
> Cc1nc(-c2ccc(F)cc2)sc1CCNC(=O)c1ccco1
  A: 3%; B: 3%; C: 2%; D: 1%; E: 17%; F: 9%; G: 4%
> COc1c(C)cc(S(=O)(=O)Nc2cccc(-c3ccc(N4CCOCC4)nn3)c2)c(C)c1C
  A: ?; B: -4%; C: 1%; D: 1%; E: -17%; F: /; G: /
> O=C(Nc1ccccc1F)c1cnc(N2CCCCC2)c2ccccc12
  A: ?; B: -1%; C: -18%; D: 0%; E: 1%; F: 4%; G: -13%
> CC(C)c1nn2c(=O)cc(COC(=O)c3ccccc3Cl)nc2s1
  A: -13%; B: 0%; C: -3%; D: 1%; E: -21%; F: -7%; G: -1%
> CCc1ccc(-n2nc(CO)c(C(=O)NCCCCc3ccccc3)n2)cc1
  A: 1%; B: 2%; C: 2%; D: -2%; E: -12%; F: -2%; G: -2%
> COc1ccc(S(=O)(=O)NCC(c2ccco2)N2CCN(c3ccc(F)cc3)CC2)cc1C (configuration not stated)
  A: 10%; B: 3%; C: -14%; D: -2%; E: 1%; F: 13%; G: -20%
> CCOc1ccccc1CNC(=O)C1CCCN(S(=O)(=O)c2ccc3c(ccn3C)c2)C1 (configuration not stated)
  A: -4%; B: 2%; C: -4%; D: 1%; E: -8%; F: 17%; G: -14%
> Cc1ccc(C)c(NC(=O)c2cc(S(=O)(=O)NCc3ccccc3)ccc2F)c1
  A: -5%; B: 0%; C: -3%; D: 3%; E: 15%; F: 8%; G: 9%
> Cc1ccc(NC(=O)/C=C/c2ccco2)cc1F
  A: ?; B: 2%; C: -13%; D: 7%; E: -6%; F: -18%; G: -23%
> CCOC(=O)c1cc(S(=O)(=O)Nc2ccc(C)cc2Cl)[nH]n1
  A: 3%; B: -5%; C: -7%; D: 1%; E: -3%; F: 5%; G: -16%
> COc1cc(NC(=O)Cn2ccn(Cc3ccccc3OC)c(=O)c2=O)cc(OC)c1
  A: 0%; B: 3%; C: 2%; D: 0%; E: -16%; F: 9%; G: 3%
> Cc1cc(C)c2c(-n3cccc3)c(C(=O)NCC(C)c3ccccc3)sc2n1 (configuration not stated)
  A: 5%; B: 3%; C: -6%; D: -2%; E: 5%; F: 9%; G: -23%
> CC(=O)Nc1nonc1-c1nnc(SCC(=O)Nc2ccc(C)c(Cl)c2)n1-c1ccccc1
  A: 17%; B: 6%; C: -6%; D: -3%; E: 11%; F: 6%; G: ?
> CCN(CC)S(=O)(=O)c1ccc2oc(C(=O)N(C)Cc3ccccc3)c(C)c2c1
  A: -10%; B: -7%; C: 0%; D: 1%; E: 14%; F: 26%; G: -11%
> CCOC(=O)c1ccc2c(c1)N(C(CC)C(=O)Nc1ccccc1OC)C(=O)c1ccccc1S2 (configuration not stated)
  A: 0%; B: 0%; C: 3%; D: -1%; E: ?; F: -6%; G: -17%
> COc1ccc(NC(=O)C(C)n2nc(C)c3c(C)n(-c4ccccc4)nc3c2=O)cc1Cl (configuration not stated)
  A: 13%; B: 0%; C: 22%; D: 0%; E: 3%; F: -3%; G: -19%
> Cc1ccc(C(=O)Nc2ccc3nc(SCC(=O)N4CCCc5ccccc54)sc3c2)cc1
  A: -27%; B: 5%; C: 2%; D: -1%; E: -16%; F: 12%; G: -15%
> CCCCN(CC)CCNC(=O)c1cn(CCOC)c(=O)c2c1c1ccccc1n2C
  A: -4%; B: 6%; C: 0%; D: -1%; E: 8%; F: -4%; G: -4%
> COc1cc(C(=O)Nc2ccc(-n3c(C)nc4ccccc4c3=O)cc2)cc(OC)c1OC
  A: -4%; B: 0%; C: -8%; D: -3%; E: 19%; F: 4%; G: -12%
> CCc1cccc(NC(=O)Cn2c(=O)c(C(F)(F)F)nc3ccccc32)c1
  A: 1%; B: 1%; C: 0%; D: 0%; E: -2%; F: -8%; G: 8%
> Cc1ccc(C)c(Cn2c(CCCNC(=O)C3CCCCC3)nc3ccccc32)c1
  A: 17%; B: 4%; C: 0%; D: -2%; E: 9%; F: 4%; G: 4%
> COc1ccc(CNC(=O)COCc2cc(-c3cccs3)on2)cc1OC
  A: -4%; B: 4%; C: -1%; D: 0%; E: -12%; F: 9%; G: -7%
> COc1ccc(-c2noc(N3CCC(C(=O)N4CCN(c5cccc(OC)c5)CC4)CC3)n2)cc1
  A: 9%; B: 0%; C: -1%; D: 0%; E: ?; F: -2%; G: -17%
> COc1ccc(S(=O)(=O)N2CCC(c3nnc(-c4ccccc4C)o3)CC2)c(OC)c1
  A: -3%; B: 0%; C: -3%; D: 1%; E: -26%; F: 0%; G: -20%
> CCOc1ccc(N(C)C(=O)C2CCN(S(=O)(=O)c3c(C)noc3/C=C/c3ccc(C)cc3)CC2)cc1
  A: 3%; B: 2%; C: 2%; D: 0%; E: 22%; F: 3%; G: 12%
> Cc1cccc(C2CC(=O)Nc3cc4c(cc32)OCO4)c1 (configuration not stated)
  A: 27%; B: 2%; C: -5%; D: -1%; E: -10%; F: ?; G: -13%

# Further structures follow:
# Key to letters – A = p53null 32C tox; B = GALK inh; C = PTAP-TSG101 blk; D = B2AR arrestin ag; E = p53null 39C tox; F = NTMT1 inhibitor; G = FH mod
> COC(=O)c1ccccc1NC(=O)c1ccc2c(=O)n3c(nc2c1)CCCCC3
  A: ?; B: 4%; C: 2%; D: -3%; E: ?; F: ?; G: ?
> Cc1cc(SCC(=O)Nc2ccc(F)cc2F)nc(=O)[nH]1
  A: -4%; B: 1%; C: -6%; D: -1%; E: 27%; F: -20%; G: -13%
> CCc1ccc(C2C(C(=O)Nc3ccccc3)=C(C)Nc3c(C(=O)Nc4ccc(C)cc4)cnn32)cc1 (configuration not stated)
  A: 14%; B: 1%; C: 2%; D: 0%; E: 1%; F: 12%; G: -19%
> COc1ccc(CNC(=O)CN2C(=O)COc3ccccc32)c(OC)c1
  A: -3%; B: -4%; C: -4%; D: 2%; E: -2%; F: -2%; G: 9%
> COc1ccc(NC(=O)C(CC(C)C)NC(=O)C2CCCCC2)c(OC)c1 (configuration not stated)
  A: 6%; B: 3%; C: -2%; D: 1%; E: -1%; F: -1%; G: -1%

# Some values from the entries so far:
# COc1ccc(CNC(=O)CN2C(=O)COc3ccccc32)c(OC)c1 in p53null 39C tox shows -2%
# Cc1cc(SCC(=O)Nc2ccc(F)cc2F)nc(=O)[nH]1 in NTMT1 inhibitor shows -20%
